ANO1 block: mouse TMEM16A channel inhibition, primary screen. HEK293 TMEM16A/YFP iodide influx fluorescence, ionomycin. normalized B-score (activity score, 25-100; higher = stronger inhibition) at 10 µM. actives 1.2% (n = 310,000);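 active means ratio plate-corrected score three or more library SD toward inhibition, starting fluorescence score within five deviations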;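 further: score derived from kinetic fluorescence span divided by baseline fluorescence per well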
RGS4 act: potentiators or activators of RGS4; HEK293 M3R/inducible RGS4, carbachol calcium flux Fluo4; active compounds read low; B-score at 10 µM; actives 0.92% (n = 310,000); AID 463111;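 active means B-score of the integrated calcium signal more than 4 SD below the library mean, with starting fluorescence not abnormally high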;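 further: negative B-score means reduced calcium response which marks RGS4 activation or potentiation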
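Material: M3R-expressing HEK293 line, RGS4 induced by doxycycline | Schedule: Overnight RGS4 induction, 30 min dye load 37 °C, 20 min compound RT | Measured by: Fluo4 fluorescence kinetic imaging of calcium | Read-out: Integrated calcium ratio converted to B score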
KCNQ1 pot: potentiates or activates the human KCNQ1 potassium channel; CHO-K1 KCNQ1, thallium flux FluxOR fluorescence; active compounds read high; actives 0.35% (n = 310,000); B-score at 10 µM; AID 2648;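 active means fluorescence ratio B-score, a plate-corrected score, at least three library SD, with initial intensity B-score within 5 SD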
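System: Stable KCNQ1 CHO-K1 line | Incubation: 90 min dye loading and 20 min compound exposure, both at room temperature | Measure: Ratio B score | Medium: Assay buffer for compound exposure, DMSO matched across wells | Compound dosing: Single-concentration screen | Probe or stimulus: K+/Tl+ depolarizing stimulus | Measured by: Kinetic FluxOR fluorescence, 10 s baseline plus 110 s post-stimulus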
hERG rescue: compounds protecting human hERG from proarrhythmic drug block; Q12809; CHO-hERG, FluxOR thallium flux, dofetilide IC70 present; activation (rescue from dofetilide block), less the hit threshold, % at 10 µM; actives 0.51% (n = 310,000); AID 1511;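 active means activation above the mean of controls blocked by dofetilide plus 5 SD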;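 further: thallium influx through hERG after potassium depolarization seen as dye fluorescence rise; in these data hits start at about 4.7%; inactives centre near -7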
TMEM16A act: activators or potentiators of mouse TMEM16A chloride channel. Q8BHY3. HEK293 TMEM16A/YFP-H148Q/I152L, iodide quench fluorescence; active compounds read low. B-score at 10 µM. actives 0.3% (n = 340,000). AID 623877;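 active means fluorescence-ratio B-score plate-corrected deviation score at least 3 library SD below zero, with starting fluorescence score within 5 deviations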;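 further: channel opened by trigger with iodide after compound preincubation; score built on the fluorescence ratio of max minus min over baseline; more negative score means more quench and so TMEM16A activation or potentiation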
KCNQ1 inh: human KCNQ1 channel inhibition; AID 2642; actives 1.3% (n = 310,000); P51787; CHO-K1 KCNQ1, FluxOR thallium flux fluorescence; active compounds read high; B-score at 10 µM;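 active means compounds whose thallium flux B-score, printed positive for inhibition, exceeds three library SD while starting fluorescence stays within three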;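 further: channel opened by potassium depolarization with thallium stimulus after 20 min compound exposure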
SKKanGAS inh: SKKanGAS growth inhibition; S. pyogenes SKKanGAS, kanamycin growth, BacTiter-Glo, 6 h; inhibition, % at 7.5 µM; actives 1.3% (n = 300,000); AID 1662;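 active means mean replicate score, as percent of positive control median, at least 50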;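 further: strain carries kanamycin resistance gene driven by streptokinase promoter and grows in 40 µg/ml kanamycin; loss of luminescence reflects streptokinase promoter inhibition or plain growth inhibition; 0% = median of DMSO wells and 100% = positive control at its reference dose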
RGS4 block: inhibitors of human RGS4; P49798; HEK293 M3R/RGS4 inducible, Fluo-4 calcium flux; active compounds read high; triggered by carbachol at its EC20; actives 0.45% (n = 310,000); B-score at 10 µM;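 active means B-score, a plate-corrected calcium signal, over three deviations above library mean, with baseline fluorescence within five deviations of library mean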;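 further: RGS4 expression induced by doxycycline in cells with stable M3 receptor; B-score is computed from the integrated fluorescence ratio over baseline after carbachol; higher B-score means a larger calcium signal and so more RGS4 inhibition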
Target sequence (P49798 whole entry, looked up): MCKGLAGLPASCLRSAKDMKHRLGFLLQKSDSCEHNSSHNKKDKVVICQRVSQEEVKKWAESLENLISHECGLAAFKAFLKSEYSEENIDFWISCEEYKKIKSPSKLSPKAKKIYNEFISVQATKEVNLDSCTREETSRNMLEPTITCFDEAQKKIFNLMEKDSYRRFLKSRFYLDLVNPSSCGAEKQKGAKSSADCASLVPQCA
HDAC3 inh: blocks human histone deacetylase 3; actives 0.15% (n = 320,000); recombinant HDAC3, fluorogenic peptide/trypsin coupled, fluorescence; inhibition, % at 8.3 µM; O15379; AID 2718; in the data active means inhibition above about 26%, passing the limit was not always enough
KCNK9 inh: inhibitors of human KCNK9 two-pore domain potassium channel. AID 488922. actives 1.2% (n = 310,000). Q9NPC2. HEK293 KCNK9, FluxOR thallium flux fluorescence; active compounds read low. B-score at 10 µM;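 active means ratio B-score over 3 SD below the library mean, with starting fluorescence within 5 SD of its mean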;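 further: negative B-score means less thallium flux so channel inhibition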
Target sequence (Q9NPC2 whole entry, looked up, the tested form may be a part): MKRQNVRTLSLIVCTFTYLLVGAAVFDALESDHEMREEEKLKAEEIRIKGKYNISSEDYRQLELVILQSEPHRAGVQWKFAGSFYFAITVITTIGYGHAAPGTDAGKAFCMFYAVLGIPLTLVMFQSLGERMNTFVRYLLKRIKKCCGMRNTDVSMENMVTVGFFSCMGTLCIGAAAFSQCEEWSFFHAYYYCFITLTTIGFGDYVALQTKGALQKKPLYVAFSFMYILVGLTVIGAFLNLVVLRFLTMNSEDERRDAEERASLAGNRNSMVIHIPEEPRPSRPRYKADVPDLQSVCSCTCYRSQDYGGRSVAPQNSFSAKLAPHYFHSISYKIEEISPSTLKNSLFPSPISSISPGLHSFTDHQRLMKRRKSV
KCNK3 inh: human KCNK3 channel inhibition, primary screen; O14649; CHO-KCNK3 thallium flux, FluxOR fluorescence; active compounds read low; B-score at 10 µM; actives 0.84% (n = 340,000); AID 602410;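 active means B-score under library mean minus 4 SD, starting fluorescence ratio at most library mean plus 5 SD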;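 further: more negative B-score means stronger inhibition of thallium flux through KCNK3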
Target sequence (O14649 whole entry, looked up): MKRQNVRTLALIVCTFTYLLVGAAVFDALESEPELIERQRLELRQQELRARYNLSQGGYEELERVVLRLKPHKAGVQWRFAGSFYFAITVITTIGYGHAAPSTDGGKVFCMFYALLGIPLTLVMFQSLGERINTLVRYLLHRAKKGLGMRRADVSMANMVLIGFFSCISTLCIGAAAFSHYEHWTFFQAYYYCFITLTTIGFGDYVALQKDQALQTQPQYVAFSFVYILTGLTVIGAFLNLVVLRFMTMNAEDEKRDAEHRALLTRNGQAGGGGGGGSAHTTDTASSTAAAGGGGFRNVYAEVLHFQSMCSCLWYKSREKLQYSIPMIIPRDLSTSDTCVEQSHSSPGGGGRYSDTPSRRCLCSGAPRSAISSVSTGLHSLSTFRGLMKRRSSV
Numbers without * were called inactive; i = inactive; nt = not tested or not shown. This is a random part of the collection; overall some 6.3% were active at least once.

1. CSc1cccc(CN2CCC(Oc3ccc(C(=O)N4CCCCC4)cc3)CC2)c1
2. CCOCCCNC(=O)C(NC(=O)c1ccc(NC(C)=O)cc1)c1ccccc1 (stereo not given)
3. Cc1ccc(-n2nc3c(N4CCC(C(=O)NCc5ccc(C)o5)CC4)nnc(C)c3c2C)cc1
4. Clc1cccc(COn2c(-c3ccc(Cl)cc3Cl)nc3ncccc32)c1
5. COc1ccc2nc(Nc3ccccc3)sc2c1
6. O=C(CCc1ccccc1)Nc1cc(C(=O)O)cc(C(=O)O)c1
7. O=C(CN1CCc2ccccc21)NCc1ccccc1Cl
8. O=C(c1ccccc1)c1ccc2nc(N3CCCCC3)c3nncn3c2c1
Screen / compound no.	1	2	3	4	5	6	7	8
ANO1 block	i	i	i	i	i	i	i	i
RGS4 act	i	i	i	i	i	i	i	i
KCNQ1 pot	i	i	i	i	i	i	i	i
hERG rescue	-7.7	-5.7	-5.0	-10.7	-15.7	-3.8	-6.7	-13.7
TMEM16A act	i	i	i	i	i	i	i	i
KCNQ1 inh	i	i	i	i	i	i	i	i
SKKanGAS inh	7.6	0.6	-0.6	5.0	1.0	-6.1	4.7	7.3
RGS4 block	i	i	i	i	i	i	i	i
HDAC3 inh	3.7	-6.3	6.9	13.3	10.3	3.6	-2.7	-1.6
KCNK9 inh	i	i	i	-8.81*	i	i	i	i
KCNK3 inh	i	i	i	i	i	i	i	i

9. Cc1sc(/N=C/c2c(O)ccc3ccccc23)c(C#N)c1C
10. CCOc1ccc(CC(C(=O)NN)C(=O)NN)cc1CN(C)C
11. CCCCc1nc(SCC(=O)Nc2cc(C)on2)n[nH]1
12. COc1ccc(OC)c(NC(=O)c2ccccc2NS(=O)(=O)c2cccc3cccnc23)c1
13. CCN1C(=O)N[C@@H](c2cccc(F)c2)C(C(=O)OC)=C1C
14. COc1cccc(/C=C2/SC(=S)N(CCCC(=O)Nc3ccc(O)cc3)C2=O)c1
15. CC1CCCC(C)N1CCNC(=O)C1CCN(S(=O)(=O)N2CCCCC2)CC1 (stereo not given)
16. O=C(NCCCN1CCOCC1)C1CC(=O)N(C2CCCCC2)C1 (stereo not given)
Screen / compound no.	9	10	11	12	13	14	15	16
ANO1 block	i	i	i	i	i	i	i	i
RGS4 act	i	i	i	i	i	i	i	i
KCNQ1 pot	i	i	i	i	i	i	i	i
hERG rescue	-7.0	-4.0	-2.5	-8.5	-4.3	-9.5	-3.9	-5.5
TMEM16A act	nt	i	i	i	i	i	i	i
KCNQ1 inh	i	i	i	i	i	i	i	i
SKKanGAS inh	-4.0	1.1	-3.7	1.4	7.2	2.9	4.8	-6.5
RGS4 block	i	i	i	i	i	i	i	i
HDAC3 inh	-4.7	0.9	3.5	4.6	0.1	-8.3	4.5	0.6
KCNK9 inh	i	i	i	i	i	i	i	i
KCNK3 inh	nt	i	i	i	i	i	i	i

Given in markdown: entries from further up.
| item | Structure | ANO1 block | RGS4 act | KCNQ1 pot | hERG rescue | TMEM16A act | KCNQ1 inh | SKKanGAS inh | RGS4 block | HDAC3 inh | KCNK9 inh | KCNK3 inh |
| --- | --- | --- | --- | --- | --- | --- | --- | --- | --- | --- | --- | --- |
| 15 | CC1CCCC(C)N1CCNC(=O)C1CCN(S(=O)(=O)N2CCCCC2)CC1 (stereo not given) | i | i | i | -3.9 | i | i | 4.8 | i | 4.5 | i | i |
| 16 | O=C(NCCCN1CCOCC1)C1CC(=O)N(C2CCCCC2)C1 (stereo not given) | i | i | i | -5.5 | i | i | -6.5 | i | 0.6 | i | i |

More records
17. CC(C)C1NC(C(=O)O)Cc2c1[nH]c1ccccc21 (stereo not given)
18. CCN(C(=O)CN1C(=O)S/C(=C\c2cccc(OC)c2)C1=O)C1CCS(=O)(=O)C1 (stereo not given)
19. Cc1ncc([N+](=O)[O-])n1CCOC(=O)c1cc(Cl)cc(Cl)c1N
20. CC(OC(=O)Cc1c[nH]c2ccccc12)C(=O)N(C)c1ccccc1 (stereo not given)
21. CCOc1ccc2cc(S(=O)(=O)N3CCCCC3)ccc2c1
22. C1CCN(c2nc3nonc3nc2NCC2CCOCC2)CC1
23. CCOc1ccc(C(=O)Nc2nnc(S(=O)(=O)N(C)Cc3ccco3)s2)cc1
24. Clc1ccc2nc(CSc3ccccc3)cn2c1
Screen / compound no.	17	18	19	20	21	22	23	24
ANO1 block	i	i	i	i	i	i	i	i
RGS4 act	i	i	i	i	i	i	i	i
KCNQ1 pot	i	i	i	i	i	i	i	i
hERG rescue	-4.2	-8.7	-11.9	-8.7	-1.7	-10.8	-10.9	-10.4
TMEM16A act	i	i	i	i	i	i	i	i
KCNQ1 inh	i	i	i	i	i	i	i	i
SKKanGAS inh	4.7	-6.9	9.0	-6.3	-9.1	-3.2	7.1	7.3
RGS4 block	i	i	i	i	i	i	i	i
HDAC3 inh	-69.2	7.4	-0.3	-3.0	-2.8	7.2	-5.7	10.1
KCNK9 inh	i	i	i	i	i	i	i	i
KCNK3 inh	i	i	i	i	i	i	i	i

25. O=C(COc1ccccc1-c1ccccc1)N/N=C/c1cccc2ccccc12
26. O=S(=O)(c1ccccc1)c1nc(-c2ccccc2)oc1N1CCCCC1
27. O=C(N/N=C/c1ccc[nH]1)c1cccnc1
28. C[C@@H](C(=O)NCc1ccccn1)[C@@H]1C[C@@]1(C)[C@@H](NC(=O)OCc1ccccc1)c1ccccc1
29. COc1ccc2c(c1)cc1n2CCN=C1N
30. CCn1c(SCC(=O)Nc2ccc3c(c2)oc2ccccc23)nnc1-c1ccc(N)cc1
31. O=c1onc(-c2ccccc2Cl)n1-c1ccccc1Cl
32. CC(C)c1ccc(NC(=O)Cc2c(C(=O)O)n(C)c3ccccc23)cc1
Screen / compound no.	25	26	27	28	29	30	31	32
ANO1 block	i	i	i	i	i	100*	i	i
RGS4 act	i	i	i	i	i	i	i	i
KCNQ1 pot	i	i	i	i	i	i	i	i
hERG rescue	-2.4	-9.4	-9.3	-7.9	-3.9	-6.1	-2.4	-12.7
TMEM16A act	i	i	i	i	i	i	i	i
KCNQ1 inh	i	i	i	i	i	i	i	i
SKKanGAS inh	43.9	-9.8	-12.3	-0.9	-15.6	15.5	-4.4	4.4
RGS4 block	i	i	i	i	i	7.96*	i	i
HDAC3 inh	-7.9	8.8	-1.4	0.3	3.3	-3.6	0.4	7.5
KCNK9 inh	i	i	i	i	i	i	i	i
KCNK3 inh	i	i	i	i	i	i	i	i

33. COC(=O)CCNC(=O)c1ccc2nc(Cc3ccc(OC)cc3)oc2c1
34. O=C(O)c1cccc(NC(=S)NC(=O)c2ccc(-c3ccc(Cl)cc3)o2)c1
35. O=C(Nc1cccnc1)c1coc(=O)c2ccccc12
36. COc1ccc(C(CNC(=O)COc2cc(C)ccc2Cl)N2CCCCC2)cc1 (stereo not given)
37. Cc1noc(C)c1S(=O)(=O)N1CCCC(C(=O)NCc2ccccc2Cl)C1 (stereo not given)
38. COc1ccc(-c2cc(C(=O)Nc3ccc(C)c(C)c3)no2)cc1
39. COc1ccccc1C(=O)N(Cc1ccc(Cl)cc1)C1CCS(=O)(=O)C1 (stereo not given)
40. CC(=O)O[C@H]1c2ccccc2-c2ccccc2[C@@H]1OC(C)=O
Screen / compound no.	33	34	35	36	37	38	39	40
ANO1 block	i	i	i	i	i	i	i	i
RGS4 act	i	i	i	i	i	i	i	i
KCNQ1 pot	i	i	i	i	i	i	i	i
hERG rescue	-3.1	3.5	-2.8	-15.3	-6.1	-4.5	-11.5	-1.9
TMEM16A act	i	i	i	i	i	i	i	i
KCNQ1 inh	i	i	i	i	i	i	i	i
SKKanGAS inh	-5.0	23.1	1.9	-0.6	-1.3	-6.5	-3.4	-4.4
RGS4 block	i	i	i	i	i	i	i	i
HDAC3 inh	-0.8	7.0	5.0	-6.3	1.4	-7.6	7.3	-4.7
KCNK9 inh	i	i	i	i	i	i	i	i
KCNK3 inh	i	i	i	i	i	i	i	i

41. COc1cc(NC(=O)CCNC(=O)Cn2ccc3ccccc3c2=O)cc(OC)c1OC
42. O=C(NCCc1c[nH]c2ccccc12)/C(=C\c1cccnc1)NC(=O)c1ccco1
43. CC(=O)c1cccc(NS(=O)(=O)N2CCOCC2)c1
44. O=C(CN(c1cccc(Cl)c1)S(=O)(=O)c1ccc(Cl)cc1)N1CCc2ccccc2C1
45. CCOC(=O)c1cnc2c(C)c(C)ccc2c1Nc1ccc(S(=O)(=O)Nc2ncccn2)cc1
46. Cc1nc2ccc(NC(=O)COc3ccccc3)cc2s1
47. O=C(Nc1cc(S(=O)(=O)Nc2ccccc2Cl)ccc1O)c1cc2c(s1)CCCC2
48. CCN(CC)CCCn1c(=S)[nH]c2ccccc2c1=O
Screen / compound no.	41	42	43	44	45	46	47	48
ANO1 block	i	i	i	i	i	nt	i	i
RGS4 act	i	i	i	i	i	i	i	i
KCNQ1 pot	i	i	i	i	i	i	i	i
hERG rescue	-8.5	-7.4	-1.0	-9.7	-7.7	-7.5	-10.3	-9.7
TMEM16A act	i	i	i	i	i	i	i	i
KCNQ1 inh	i	i	i	i	i	i	i	i
SKKanGAS inh	-4.0	4.9	4.3	6.1	30.5	nt	-1.4	-2.0
RGS4 block	i	i	i	i	i	i	i	i
HDAC3 inh	-1.8	2.3	-2.3	-0.4	1.9	nt	nt	2.2
KCNK9 inh	i	i	i	i	i	i	i	i
KCNK3 inh	i	i	i	i	i	i	i	i

49. O=C(O)c1ccc(S(=O)(=O)c2ccc(Sc3ccc(C(=O)O)c(C(=O)O)c3)cc2)cc1
50. CCOc1ccccc1N1CC(C(=O)Nc2ccccc2N2CCCC2)CC1=O (stereo not given)
51. CCC(=O)N1CCc2cc(S(=O)(=O)NC(Cc3ccccc3)C(=O)NC3CCCC3)ccc21 (stereo not given)
52. CCN(CC)c1ccc2cc(/C(N)=N/NC(=O)c3cccs3)c(=O)oc2c1
Screen / compound no.	49	50	51	52
ANO1 block	i	i	i	i
RGS4 act	i	i	i	i
KCNQ1 pot	i	i	i	i
hERG rescue	-6.1	-14.6	-6.0	-6.3
TMEM16A act	i	i	i	nt
KCNQ1 inh	i	i	i	i
SKKanGAS inh	-8.5	-0.5	-1.2	17.6
RGS4 block	i	i	i	i
HDAC3 inh	-4.0	4.7	-0.5	-0.8
KCNK9 inh	i	i	i	i
KCNK3 inh	i	i	i	nt

Bioassay records as filed in PubChem BioAssay.
